# MsrA inh: bovine MsrA enzyme inhibitors, primary screen, biochemical, absorbance, HTS; Methionine sulfoxide reductase A (Bos taurus); purified bovine MsrA, absorbance read-out; inhibition, % at 15.5 µM; 0.75% of 360,000 active; AID 651718, 2012; in the data active = inhibition above about 4.5%;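 also: 0% = vehicle wells with enzyme and 100% = reference inhibitor wells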
# MsrA act: bovine MsrA enzyme activators, primary screen, biochemical, absorbance, HTS; activation, % at 10.6 µM; purified bovine MsrA, absorbance read-out; Methionine sulfoxide reductase A (Bos taurus); 0.3% of 360,000 active; in the data active = activation above about 7.5%;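 also: 0% = vehicle and 100% = reference activator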
# eLon inh: inhibitors of E. coli Lon protease, primary screen, biochemical, fluorescence polarization; 0.42% of 360,000 active; AID 602123, 2011; purified E. coli Lon protease; P0A9M0; inhibition, % at 7.94 µM; in the data active = inhibition above about 13%, passing the limit was not always enough;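 also: 0% = enzyme with probe and DMSO and 100% = no enzyme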
# Neddylation inh: inhibitors of cullin neddylation, primary screen, biochemical, TR-FRET, uHTS, NAE and Ubc12; NEDD8-conjugating enzyme Ubc12 (Homo sapiens) + NEDD8-activating enzyme E1 regulatory …; calls only at 25 µM; 0.58% of 360,000 active; AID 651699, 2012; in the data active = inhibition above about 36%
# Rin1 Abl inh: inhibitors of Rin1-Abl protein binding, primary screen, biochemical, TR-FRET | AID 588664, 2011 | 0.4% of 360,000 active | Tyrosine-protein kinase ABL1 (Homo sapiens) + Ras and Rab interactor 1 (Homo sapiens), … | inhibition, % at 7.35 µM; in the data active = inhibition above about 5%, passing the limit was not always enough
# PABP1 MLLE inh: inhibitors of PABP1 MLLE–PAM2 peptide binding, primary screen, biochemical, fluorescence polarization, FITC-PAM2, GST-MLLE | Polyadenylate-binding protein 1 (Homo sapiens), P11940 | inhibition, % at 20 µM | 0.36% of 360,000 active | AID 588489, 2011; in the data active = inhibition above about 35%, passing the limit was not always enough;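 also: plate controls were DMSO wells with GST-MLLE for no effect and wells lacking GST-MLLE protein for full effect; some results filed as inactive read as strong as hits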
# CSN inh: inhibitors of CSN-mediated cullin deneddylation, primary screen, biochemical, fluorescence polarization, uHTS; inhibition, % at 12.5 µM; 0.38% of 360,000 active; AID 651999, 2013; Purified CSN, SCF-Nedd8-OG deneddylation; COP9 signalosome complex subunit 5 (Homo sapiens), Q92905;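 active = pattern-corrected inhibition above about 35%, with an unprinted fluorescence ratio check between 0.5 and 1.5, limit read from the data, passing the limit was not always enough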;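 also: 0% = enzyme with substrate and 100% = substrate without enzyme; some results filed as inactive read as strong as hits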
#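 Test system: Human Csn5 produced in HEK293T cells | Compound: 12.5 µM single point | Times: 90 min, room temperature | Signal: Fluorescence polarization readout | Read-out basis: % inhibition of substrate cleavage by Csn5 | Controls: no-enzyme wells high, enzyme-with-substrate wells low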
# FAS TE block: FAS thioesterase domain inhibitors, primary screen, biochemical, fluorescence intensity, uHTS | Fatty acid synthase (Homo sapiens), P49327 | 0.67% of 360,000 active | inhibition, % at 15 µM | recombinant FAS-TE, OMFH fluorogenic substrate, fluorescence endpoint | AID 602261, 2012;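 active = compounds whose normalised, plate-corrected inhibition of enzyme fluorescence in the single-dose primary screen is 50% or more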;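 also: 0% = DMSO with enzyme and 100% = substrate without enzyme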
# Tb MetRS inh: T. brucei MetRS inhibitors, primary screen, biochemical, luminescence. methionyl-tRNA synthetase (Trypanosoma brucei brucei). purified T. brucei MetRS, ATP depletion, Kinase-Glo luminescence. inhibition, % at 11.9 µM. 0.4% of 360,000 active;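 active = inhibition above a per-plate cutoff of the control wells' mean inhibition plus 3 SD, cut at about 5.5% in these data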;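 also: 0% = DMSO wells median and 100% = median of wells with control inhibitor compound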
#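 Dosing: 11.9 µM single point; system: parasite MetRS enzyme; technique: luminescence of leftover ATP; times: 15 min enzyme-compound preincubation, 2 h reaction, 10 min detection, 25 °C; replicates: each compound tested once; read-out basis: percent inhibition relative to median high and low control wells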
# An asterisk follows results filed as active; i = inactive; . = no result given.
Molecule	MsrA inh	MsrA act	eLon inh	Neddylation inh	Rin1 Abl inh	PABP1 MLLE inh	CSN inh	FAS TE block	Tb MetRS inh
CC1CCCN(C(=O)CN2C(=O)C(C)Oc3ccccc32)C1 (configuration not stated)	-0.8	-5	-3	i	-3	-8	-4	-7	-0.7
Cc1ccc(/C=C/C(=O)N2CC(=O)Nc3ccccc32)o1	3.5	-5	0	i	0	8	-15	-4	-0.2
Clc1ccc2c(c1)-c1ccccc1C1=NCCN12	0.4	7	-9	.	0	-10	5	-8	0.1
COc1cccc(-c2cc(C(F)(F)F)nc(N3CCN(c4ccccc4)CC3)n2)c1	0.1	-3	2	i	2	-12	3	23	-0.5
CC(C)(C)CC(=O)Nc1ccc(Nc2ccccc2)cc1	-0.7	-9	-4	i	0	12	-1	-9	-1.8
CCOC(=O)c1cc2c(ccc3ccccc32)oc1=O	20*	-3	7	.	-4	11	8	0	-0.9
O=C(c1ccc(Cl)cc1)C1CCCN(Cc2cccn2-c2ccccn2)C1 (configuration not stated)	-0.1	-1	0	i	2	6	3	2	-0.1
Cc1c(Cl)cnc(NC(=O)COC(=O)c2cccs2)c1Cl	1.7	-1	-1	i	-2	-11	-3	1	-0.4
CN(C)C1(CNC(=O)C2CCN(S(=O)(=O)c3ccccc3C(F)(F)F)CC2)CCCCC1	0.6	-5	0	i	3	-3	2	-8	0.1
Cc1ccc(OC(C)C(=O)N2CCc3ccccc32)cc1 (configuration not stated)	-0.5	-8	-1	i	-2	-13	4	0	-1.5
Cc1ccc(/C=N/c2sc3c(c2C(N)=O)CCCC3)o1	-0.4	-2	-1	i	2	-2	-2	2	-0.3
O=C(c1cc2sccc2n1Cc1ccccc1)N1CCc2ccccc21	2.1	-2	8	i	-3	-5	-3	30	0.1
O=C(CN1C(=O)NC2(CCc3ccccc32)C1=O)Nc1cccc(F)c1 (configuration not stated)	-0.6	-7	2	i	0	-3	-6	7	-0.4
CCCn1c(SCC(=O)Nc2cccc(S(=O)(=O)NC3=NCCCCC3)c2)nc2ccccc2c1=O	3.3	-13	5	i	3	8	-11	3	-1.4
S=c1[nH]nc(-c2ccn[nH]2)n1-c1ccccc1Cl	-0.8	-4	1	i	1	9	-2	-10	-1.1
COc1ccc(NC(=O)COn2nnc3ccc(Cl)cc32)cc1OC	-0.7	-4	-4	i	-1	-11	-2	12	-0.6
COc1ccc(C(=O)C[C@@H]2OC[C@H](Cc3ccccc3)N2S(=O)(=O)c2ccc(C)cc2)cc1OC	2.2	.	.	i	.	.	-2	.	-0.3
COc1ccc(-n2c(Cc3cc(=O)[nH]c(=O)[nH]3)nnc2SCc2ccccc2)cc1	.	-3	4	i	4	18	-3	-4	-0.4
COCC(=O)NNC(=O)c1ccc(OC)cc1	2.6	-4	3	i	2	7	3	-6	-0.2
COc1ccc(C(CC(=O)N2CCN(C)CC2)NC(=O)C(F)(F)F)cc1 (configuration not stated)	-1.5	-3	7	i	6	0	4	-4	-1.0
CCCOc1ccc2oc(=O)c3c(c2c1)CCCN3C(=O)CN1CCN(c2ncccn2)CC1	-0.5	-2	-5	i	-5	3	0	22	-1.1
Cc1ccc(S(=O)(=O)NC(=NCC(=O)O)c2ccc(F)cc2)cc1	-1.5	-5	-1	i	0	8	-1	-6	-0.5
CC(=O)Nc1cc(-c2ccc(F)cc2)cn2c(-c3ccc(S(C)(=O)=O)cc3)cnc12	0.3	-1	-28	.	2	-24	14	13	0.1
C/C(=N/NS(=O)(=O)c1ccc(Br)cc1)c1ccc(NC(=O)c2ccc(C)o2)cc1	2.8	-8	-1	i	-2	-7	-1	10	-2.2
Cc1cc(NC(=O)c2ccc(Cl)c(S(=O)(=O)N3CCOCC3)c2)no1	-0.5	-1	-3	i	2	-13	-17	-3	-0.5
Cc1cc2nc(-c3cccnc3SCC(=O)NCc3ccco3)[nH]c2cc1C	1.2	-1	-6	.	-3	-2	0	0	-2.3
Cc1cccc(Oc2c(C=O)c3ccccc3n2C)c1	-0.4	-1	0	i	-2	-6	-1	7	-0.5
O=C(Nc1nncs1)c1ccc(F)c(S(=O)(=O)N2CCCCC2)c1	0.4	-5	10	i	-1	-6	4	-5	-0.1
COc1ccc(-c2nnc(SCCc3ccccc3)n2N)cc1	-1.1	-10	-2	i	0	-51	-2	0	0.8
Cc1ccc(C)c(N(CC(=O)Nc2ccccc2C(=O)NCc2ccco2)S(=O)(=O)c2ccccc2)c1	0.7	-9	-13	.	0	-6	-3	33	-1.3
COc1cccc(C(NC(C)=O)c2nc(-c3ccc(C)c(C)c3)cs2)c1 (configuration not stated)	-0.7	-7	-4	i	1	16	-3	14	-0.6
COc1ccc(CCN2CC(C(=O)NCCc3cccnc3)CCC2=O)cc1 (configuration not stated)	-1.1	-1	1	i	-1	7	-2	-3	-0.5
CC(C)OCCc1cccc[n+]1[O-]	.	-4	2	i	0	0	-5	-3	-0.7
O=C(NCc1ccccc1Cl)C1CCCN1S(=O)(=O)c1ccccc1F (configuration not stated)	-0.4	-10	-5	i	2	5	1	-3	-0.7
CN(C)n1cnc2ccsc2c1=O	1.8	-4	-1	i	1	1	-7	-1	1.5
O=C(CCN1CCN(c2ccc(F)cc2)CC1)Nc1ccc(F)cc1	-0.4	-2	0	i	1	-1	-3	-4	-0.5
NC[C@@H]1O[C@H](C23CC4CC(CC(C4)C2)C3)Cc2c1ccc(O)c2O	-0.5	-1	4	i	5	-20	5	-41	-0.7
CCn1cnc2cc(NCc3nc4ccccc4n3C)ccc21	-0.8	-6	-6	i	6	-16	3	-8	-1.2
COc1ccc(OC)c2sc(N(CCCN(C)C)C(=O)CCS(=O)(=O)c3ccccc3)nc12	0.6	-16	9	i	6	43*	3	-13	-0.8
COc1ccc(NC(=O)C2(C)CCN2CC2CCCCC2)cc1OC (configuration not stated)	1.1	-4	0	i	-3	0	-3	2	-0.4

# MsrA inh, hit marks shown above.
Structure	MsrA inh	MsrA act	eLon inh	Neddylation inh	Rin1 Abl inh	PABP1 MLLE inh	CSN inh	Tb MetRS inh
CCOC(=O)c1cc2c(ccc3ccccc32)oc1=O	20*	-3	7	.	-4	11	8	-0.9

# Additional entries:
Molecule	MsrA inh	MsrA act	eLon inh	Neddylation inh	Rin1 Abl inh	PABP1 MLLE inh	CSN inh	FAS TE block	Tb MetRS inh
CCC(=O)Nc1ccccc1N1CCN(c2ccc(F)cc2)CC1	0.9	-2	-4	i	-3	5	1	6	-0.6
N/C(=N/S(=O)(=O)c1ccccc1)c1cccc([N+](=O)[O-])c1	-0.2	-2	-7	i	-1	-6	-6	-4	-0.8
CCNC(=O)n1nccc1C(C)Oc1cccc(C(F)(F)F)c1 (configuration not stated)	0.2	0	-1	i	-3	12	5	13	-1.2
COc1ccc(CCc2ccc3ccccc3n2)cc1	-0.4	0	-6	i	6	-1	0	10	-0.1
Cc1ccc(N(C)S(=O)(=O)c2cccc(C(=O)OCC(=O)N(C)Cc3ccccc3)c2)cc1	-0.5	-3	-6	i	-3	-32	4	21	-0.3
Cc1ccc(NS(=O)(=O)c2ccc(OCC(=O)NCc3ccco3)cc2)cc1	-0.5	-12	-12	i	0	-11	4	0	-1.3
CCCC(C)NC(=O)c1sc2nc3n(c(=O)c2c1C)CCC3 (configuration not stated)	2.2	-3	-10	i	1	0	-4	4	-0.5
Cc1ccc2nsnc2c1NC(=O)Cc1ccc(Cl)cc1	-0.4	-5	-2	i	5	6	5	-6	-1.0
C=CCn1c(SCC(=O)NNC(=S)Nc2ccccc2)nnc1-c1ccccc1	0.0	3	6	i	-3	9	-5	-2	0.0
Cc1ccc2c(c1)C=CC(C)N2C(=O)c1ccccc1 (configuration not stated)	-0.3	-3	6	i	-2	5	4	4	-1.4
CCN(CCO)C(=O)CC(c1ccccc1)c1cc(Br)ccc1O (configuration not stated)	0.7	-8	-1	i	2	1	-6	0	-1.3
Cc1ccc(OC(C)C)c(CN(CCO)CCO)c1	-0.9	-4	-5	i	0	-11	1	-7	-0.7
COc1cc(C2NC(C(=O)O)Cc3c2[nH]c2ccccc32)cc(OC)c1OC (configuration not stated)	0.2	-1	5	i	3	-5	-1	-10	-0.1
CN(C)c1cccc(CNC(=O)c2csc([C@@H]3O[C@H](CO)[C@@H](O)[C@H]3O)n2)c1	0.6	-2	-1	i	1	17	-6	-9	0.4
Cc1ccc2c(Cl)c(C)c(N3CCCC3)nc2n1	1.4	-4	-10	i	-5	8	-4	-7	-0.7
COc1cccc2sc(NNC(=O)c3nc4ccccc4s3)nc12	-0.2	-2	-1	i	-3	-119	4	17	-0.1
COc1ccc(C(=O)N/C(=C\c2ccccc2)C(=O)Nc2ccc(C(=O)O)cc2)cc1	0.4	-4	0	i	2	3	-3	-4	-1.2
Cc1ccc(S(=O)(=O)Nc2ccc3c(c2)nc(CCN2CCCCC2)n3C)cc1	0.2	-7	-4	i	-4	-5	-5	-4	-1.3
C/C(=N\Nc1ccccc1)c1cccc(N)c1	0.9	-12	5	i	0	22	1	5	-1.6
O=C(c1ccccc1)N1N=C(c2ccccc2)CC1(O)C(F)(F)F (configuration not stated)	-0.8	-11	-1	i	7	-48	1	9	-2.0
Cc1ccc(NC(=O)CNC(=O)Cc2cccc3ccccc23)nc1	1.2	-5	-11	i	1	-12	2	-2	-0.3
CC1(C(=O)NS(=O)(=O)c2ccccc2)CCN1C(=O)CCc1ccc(Cl)cc1Cl (configuration not stated)	1.9	0	-3	i	-4	8	-3	-5	0.3
Cc1cnc(=O)[nH]c1SCc1cccc([N+](=O)[O-])c1	1.2	-1	-6	i	-13	-20	-1	5	-0.4
NC(c1csc(Nc2ccc(C(=O)c3ccccc3)cc2)n1)C1CCCCC1 (configuration not stated)	-0.5	0	2	.	-4	6	3	-24	-0.5
O=c1[nH]c(CS(=O)(=O)c2ccccc2)nc2ccccc12	-0.5	0	-4	i	2	13	2	-4	-0.4
COc1ccc(CCN=C(N)NS(=O)(=O)c2ccc(F)cc2)cc1	0.7	-6	-3	i	0	12	3	-6	-0.1
O=C(c1cc(S(=O)(=O)N2CCOCC2)ccc1F)N1CCCc2ccccc21	-0.4	1	5	i	2	-6	-3	-4	-0.5
Cc1cc2c(cc1C)CSC(c1c(O)ccc3ccccc13)SC2	0.6	-4	2	i	-1	18	-4	39	0.0
CCNc1nc2c(cnn2C)c(=O)[nH]1	1.3	-11	6	i	4	-7	-3	-2	-0.7
Cc1sc2ncn(Cc3ccccc3F)c(=O)c2c1C	0.5	-1	-4	i	2	-7	-2	-7	0.1

# High-throughput results (PubChem BioAssay)
